G9a inh – inhibitors of human histone lysine methyltransferase G9a; Q96KQ7; G9a H3K9 monomethylation, AlphaScreen, 2 h; Potency, µM (top dose mostly 102 µM), without a hit: at the highest dose activity, negative = inhibition, actives largely listed as inhibitors; 350,000 compounds, 8.8% hits; AID 504332; also: potency is read from the fitted curve at half-maximal effect; % is scaled to controls: 0 for no effect and ±100 for the full control effect; nearly all actives have a fitted effect of over 75% in size
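Step 1: enzyme (final 20 nM) with compound, 15 min RT. Step 2: substrate peptide 500 nM and SAM 20 uM, 2 h RT. Step 3: anti-H3K9me1 antibody and AlphaScreen beads, 10 min, then plate read.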
BAZ2B inh – inhibitors of human BAZ2B bromodomain; Potency, µM (highest dose often 114 µM), for the others: top-dose activity change, negative = inhibition, hits mostly inhibitors; 360,000 compounds, 4.4% hits; AlphaScreen BAZ2B-H3K14Ac peptide displacement; Q9UIF8; also: potency is read from the fitted curve at half-maximal effect; % is scaled to controls: 0 for no effect and ±100 for the full control effect; nearly all actives have a fitted effect of over 60% in size
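Complex of BAZ2B and biotin-H3K14Ac (50 nM apiece) forms over 30 min at RT, then faces library compounds up to 110 uM for another 30 min; AlphaScreen beads added, 20 min dark incubation, luminescence read.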
RGS4 inhibitor – blocks human RGS4-accelerated GTP hydrolysis | P49798 | Transcreener GDP fluorescence polarization, RGS4-accelerated GTP hydrolysis | Potency, µM (series often up to 114 µM), without a hit: at the highest dose activity change, negative = inhibition, actives largely listed as inhibitors | 390,000 compounds, 0.039% hits; also: potency is read from the fitted curve at half-maximal effect; % is scaled to controls: 0 for no effect and ±100 for the full control effect; nearly all actives have a fitted effect of over 75% in size; some results filed as inactive show a strong effect at the top dose
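MLSMR compounds (23 nl, pin-transferred) preincubated 10 min at room temperature with a 500nM (2x) first reagent, then RGS4 at 900nM (2x) plus Transcreener GDP mix added; fluorescence polarization (620/688 nm) read before and after 90 min at 30 °C.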
HP1b chromo inh – blocks HP1-beta chromodomain binding to methylated histone tails; Potency, µM (top dose mostly 114 µM), inactives show at the top dose activity change, negative = inhibition, usual class: inhibitors; 390,000 compounds, 0.56% hits; AlphaScreen HP1-beta / biotin-H3K9me3 peptide binding; P83916; also: potency is read from the fitted curve at half-maximal effect; nearly all actives have a fitted effect of over 70% in size; inactives centre near 23
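AlphaScreen: HP1-beta (50 nM) preformed 30 min with biotin-H3(1-18)K9me3 peptide (50 nM) in PBS pH 7.4, 0.01% Tween-20. Compound added for 30 min at RT, then streptavidin donor/nickel chelate acceptor beads (10 ug/mL) for 30 min.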
12-LOX inh – blocks human arachidonate 12S-lipoxygenase; P18054; purified 12hLO, xylenol orange hydroperoxide absorbance; Potency, µM (series often up to 108 µM), without a hit: top-dose activity change, negative = inhibition, actives largely listed as inhibitors; 580,000 compounds, 1.1% hits; also: potency is read from the fitted curve at half-maximal effect; % is scaled to controls: 0 for no effect and ±100 for the full control effect
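Purified human 12hLO at 150 nM in 25 mM Hepes, 0.01% Triton X-100, pH 7.0, preincubated 15 min at room temperature with compound. Reaction started with 40 uM arachidonic acid, 30 min at room temperature. Hydroperoxide measured by Fe-xylenol orange, 573/405 nm absorbance ratio.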
ERG Ets-DNA blk – ERG Ets/DNA interaction inhibition | fluorescence polarization, His-ERG Ets domain / labelled DNA | Potency, µM (titrated, usually from 76.9 µM), inactives show top-dose FP activity, negative = inhibition, usual class: inhibitors | 370,000 compounds, 0.028% hits | AID 624246; active = well fitted inhibition curve with a large enough effect in the polarisation, with a control signal flat; inconclusive = small, poorly fitted or top-dose-only effect, or effect the other way, or a change in a side signal; inactive = no such curve, though single readings can be large or run the other way; the % refers to the polarisation;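 also: polarization taken with two DNA probes labelled with fluorescein and Texas red; potency is read from the fitted curve at half-maximal effect; % of control where 0% means no effect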
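His-tagged ERG Ets domain (1 uM in the protein solution; 300mM KCl, 50mM Tris-HCl, 1mM EDTA, 1mM DTT, pH 7.5) received compound, then a probe mix of 5 nM fluorescein-DNA and 100nM Texas-615-DNA. Fluorescence polarization was read for both dyes.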
JMJD2A Tudor inh – inhibitors of human JMJD2A Tudor domain; 390,000 compounds, 4.4% hits; AlphaScreen JMJD2A-Tudor / H3K4me3 peptide binding; Potency, µM (highest dose often 114 µM), for inactives: at the top dose activity change, negative = inhibition, hits mostly inhibitors; O75164; also: potency is read from the fitted curve at half-maximal effect; % is scaled to controls: 0 for no effect and ±100 for the full control effect; nearly all actives have a fitted effect of over 50% in size
Target sequence (O75164 whole entry, looked up, the tested form may be a part): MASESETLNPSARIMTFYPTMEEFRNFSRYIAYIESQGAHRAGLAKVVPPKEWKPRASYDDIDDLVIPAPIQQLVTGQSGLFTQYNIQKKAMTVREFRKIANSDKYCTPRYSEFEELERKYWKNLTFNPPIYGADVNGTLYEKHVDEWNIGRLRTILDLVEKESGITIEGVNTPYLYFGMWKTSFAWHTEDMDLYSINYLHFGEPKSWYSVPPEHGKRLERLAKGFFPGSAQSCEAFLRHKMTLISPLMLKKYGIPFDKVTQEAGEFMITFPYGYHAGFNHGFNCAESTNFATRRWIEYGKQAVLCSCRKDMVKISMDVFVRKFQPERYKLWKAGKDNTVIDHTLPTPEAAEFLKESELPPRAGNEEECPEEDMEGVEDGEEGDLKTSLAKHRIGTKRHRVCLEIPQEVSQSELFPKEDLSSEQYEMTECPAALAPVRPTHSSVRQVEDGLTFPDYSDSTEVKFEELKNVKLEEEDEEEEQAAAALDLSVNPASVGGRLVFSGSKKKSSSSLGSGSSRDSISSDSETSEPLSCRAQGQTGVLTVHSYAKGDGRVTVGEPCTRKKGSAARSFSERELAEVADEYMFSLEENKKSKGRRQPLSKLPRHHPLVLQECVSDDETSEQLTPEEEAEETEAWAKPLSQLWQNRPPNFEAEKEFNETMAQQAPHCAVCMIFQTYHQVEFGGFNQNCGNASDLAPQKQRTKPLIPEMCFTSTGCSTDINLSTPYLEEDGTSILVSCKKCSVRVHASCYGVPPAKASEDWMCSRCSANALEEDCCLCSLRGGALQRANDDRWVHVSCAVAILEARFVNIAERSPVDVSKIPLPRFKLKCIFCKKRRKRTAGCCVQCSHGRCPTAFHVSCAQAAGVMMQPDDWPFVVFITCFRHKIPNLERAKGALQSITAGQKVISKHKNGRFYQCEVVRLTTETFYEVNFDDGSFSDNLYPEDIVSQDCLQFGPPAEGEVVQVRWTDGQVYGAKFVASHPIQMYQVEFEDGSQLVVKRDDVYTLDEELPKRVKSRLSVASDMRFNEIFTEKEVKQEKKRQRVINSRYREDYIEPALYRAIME
GLS inhibitor – blocks human kidney-isoform glutaminase activity; GLS enzymatic activity, qHTS titration; Potency, µM (doses to about 45.5 µM), for the others: top-dose activity change, negative = inhibition, usual class: inhibitors; 410,000 compounds, 0.21% hits; AID 624170; also: potency is read from the fitted curve at half-maximal effect; % is scaled to controls: 0 for no effect and ±100 for the full control effect
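Coupled fluorescence readout: glutamate oxidase/HRP/Amplex Red detect glutamate formed by hKGA from L-glutamine (1 mM solution added). Buffer 45 mM KH2PO4 pH 8.2, 0.02% Tween-20; reads at t0 and 30 min RT.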
PI4K2A block – inhibitors of human PI4K2A | activity change, negative = inhibition, % at 76.9 µM | Q9BTU6 | purified PI4K2A, ADP-Glo luminescence, 1 h; active compounds read low | 420,000 compounds, 0.13% hits; in the data active = activity change below about -50%; inconclusive = mostly about -30% to -49%;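 also: -100% = wells without enzyme as full effect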
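In this quantitative HTS, ADP production by PI4K2A was quantified luminescently after 1 h at ambient temperature; 100 microM adenosine served as plate-quality control.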
The depositor's hits bear a star; ? = inconclusive; · = no result given; & = joins results of further samples; [ ] = dose if it differs, or a comment. Unless noted, calls follow the shape of the dose curve; as a rule, active = well fitted curve in the direction sought with a large enough effect; inconclusive = small, poorly fitted or top-dose-only effect, or another doubt; inactive = no such curve, though single readings can be large; an effect the other way counts as inactive or inconclusive. Only part of the results is shown; rates above refer to the full screens.

SMILES	G9a inh	BAZ2B inh	RGS4 inhibitor	HP1b chromo inh	12-LOX inh	ERG Ets-DNA blk	JMJD2A Tudor inh	GLS inhibitor	PI4K2A block
CCOC(=O)c1c(C)[nH]c(C)c1S(=O)(=O)N1CCC(C(=O)NCc2ccccc2Cl)CC1	-26%[59 µM]	-19%	6%	19%	?	-8%	-22%	-5%	-2
Cc1nn(-c2ccccc2)nc1CNC(=O)C(C)Cc1ccccc1 (stereo not drawn)	24%	4%	5%	30%	?	4%	-19%	1%	1
C=CCNC(=S)N/N=C/c1ccc(-c2ccc(Cl)cc2Cl)o1	·	·	-1%	38%[activator]	?	17%	13%	1%	4
CC(C)n1c(SCC(=O)N2c3ccccc3Sc3ccccc32)nc2c1c(=O)n(C)c(=O)n2C	14%	13%	15%	9%	9%	·	-9%	-14%	-2
Cc1ccc(C)c(N2CCN(C(=O)c3cc(S(=O)(=O)N4CCCC4)c[nH]3)CC2)c1	-9%[59 µM]	?	-16%	0%	-20%	8%	-28%	3%	-2
COc1ccccc1CNC(=O)CCCN1C(=O)NC2(CCCC2)C1=O	-41%	-5%	5%	6%	19%	4%	-13%	-3%	-1
COc1cc(Cl)c(S(=O)(=O)N2CCN(c3c(C)cccc3C)CC2)cc1Cl	21%[59 µM]	1%	-22%	55%[activator]	0%	-2%	1%	8%	-4
COc1ccc(Cn2nnc(C(=O)Nc3ccc(F)cc3)c2N)cc1	12%[59 µM]	3%	40%	42%	0%	0%	-3%	24%	5
Cc1ccc(S(=O)(=O)N2CCN(C(=O)COC(=O)c3ccc([N+](=O)[O-])o3)CC2)c(C)c1	-2%[2.33 µM]	-9%	-13%	9%	6%	-13%	-25%	-10%	-8
CN(CCC#N)C(=O)COC(=O)c1c2c(nc3ccccc13)/C(=C\c1ccco1)CC2	·	·	?	?	-28%	18%	?	11µM*	-52*
COc1ccc2c(c1)C(=NNc1ccc(C(=O)O)cc1)c1cc(OC)ccc1-2	?	40µM*	-7%	?	0%	3%	50µM*	-1%	-2
COc1ccc(C(=O)Nc2ccc(S(=O)(=O)Nc3cnc4ccccc4n3)cc2)cc1	-47%	1%	-1%	28%	0%&2%	-16%	-10%	6%	-19
CC1CN(C(=O)CCCN2C(=O)c3ccccc3C2=O)CC(C)O1 (stereo not drawn)	24%	-3%	14%	42%[activator]	?	-6%	3%	-2%	-5
CCS(=O)(=O)CCSC1OC(COC(C)=O)C(OC(C)=O)C(OC(C)=O)C1OC(C)=O (stereo not drawn)	11%	-8%	16%	21%	-13%	6%	2%	-3%	-6
COC(=O)c1sc(S(=O)(=O)NCCC(=O)O)c(C(=O)OC)c1C	?	-8%	-19%	50%[activator]	-2%	-11%	1%	-18%	1
Cc1c(C(C)C[C@H](C)O)oc(=O)c2c1Oc1c(C)c(C(C)C[C@H](C)O)oc(=O)c1C2 (stereo partly drawn)	18%[2.33 µM]	2%	-9%	41%[activator]	-15%	11%	-14%	2%	3
O=C1C2CCCN2C(c2ccc(F)cc2)N1c1nccs1 (stereo not drawn)	-31%[12.7 µM]	?	-38%	19%	?	7%	20µM*	11%	1
OC(COc1cccc2ccccc12)CN1CCN(c2ccccc2)CC1 (stereo not drawn)	50µM*	?	6%	-23%	0%	2%	50µM*	17%	-5
COC(=O)c1cc2c(n(-c3ccccc3)c1=O)CCCC2=O	·	·	-44%	11%	-8%	-3%	-23%	-1%	0
COc1ccc2c(c1)[C@H]1[C@H](CO2)[C@H](c2ccccc2)[C@]2(C)C(=O)Nc3ccc(F)cc3C(=O)N12	·	·	-18%	4%	-2%	-2%	?	-3%	-1
CN(C(=O)c1ccc(NC(=O)Cc2ccc(NC(=O)C3CCN(C(=O)CCc4ccccc4)CC3)cc2)cc1)C1CC1	-25%[2.33 µM]	6%	-1%	36%	0%	6%	-18%	2%	3
CCOC(=O)C(=O)Nc1ccc(OC)c(Cl)c1	?	-1%	-12%	42%[activator]	-11%	-16%	-19%	-15%	2
O=[N+]([O-])c1cc(S(=O)(=O)NC2=NCCCCC2)ccc1NCC1CCCCC1	45µM*	·	-22%	-14%	1%	0%	45µM*	3%	-11
COC(=O)c1ccc(C(=O)OC)c(NC(=O)CN2CCN(c3ccc(OC)cc3)CC2)c1	?	-24%	6%	54%[activator]	2%	3%	-18%	21%	-4
CC(C)CCNC(=O)c1ccc2c(c1)NC(=O)C(CS(=O)(=O)Cc1cccc(Br)c1)N2 (stereo not drawn)	13µM*	2%[57.1 µM]	3%	22%	-30%	1%	?	1%	0
Nc1c(C(=O)Nc2ccccc2F)sc2nc(-c3ccco3)ccc12	?	-2%	-20%	16%	-29%	1%	-15%	-3%	-2
CC1(C)CC(CCNC(=O)c2ccc(-n3cnnn3)cc2)CC(C)(C)N1	-8%	4%	5%	23%	9%	8%	7%	4%	11
O=C(O)CCn1nnc(-c2cccs2)n1	?	79µM*	33%	17%	-7%	0%	-13%	5%	4
N#Cc1ccc(Oc2cccc(C(=O)O)c2)cc1C#N	5%	8%	7%	41%[activator]	-1%	4%	-2%	7%	4
COC(=O)C1CCN(C2=C(NS(=O)(=O)c3ccc(Cl)cc3)C(=O)c3ccccc3C2=O)CC1	-175%[59 µM]	11µM*	0%[11.4 µM]	?	-26%	5%	?	31%[activator]	-5
O=C(O)C1C2C=CC(C2)C1C(=O)NCc1cccs1 (stereo not drawn)	-30%	?	-13%	16%	10%	-5%	-6%	0%	1
COc1ccccc1N1CCN(C(=O)c2ccc(NS(=O)(=O)c3ccc(C)cc3)cc2)CC1	-46%	-27%	-5%	8%	-18%	15%	-27%	7%	1
Cc1nnc(SCc2ccc(Cl)cc2Cl)[nH]c1=O	5%[59 µM]	-6%	-7%	20%	0%	-8%	-22%	9%	-6
COc1cccc(C=O)c1OCCN1C(=O)c2ccccc2C1=O	?	5%	-11%	36%	-3%	2%	5%	0%	7
Cn1nc(C(=O)NCc2cccc(Cl)c2)c2c1-c1ccccc1S(=O)(=O)C2	-9%	-14%&-8%	-10%[56.9 µM]	51%&43%[activator]	-1%&-2%	8%&-4%	-5%&2%	-1%&-7%	5&2
COc1ccc2cc3c(N)nn(C(=O)Cc4c[nH]c5ccccc45)c3nc2c1	·	?	17%	-2%	10%	-5%	?	7%	-1
CC(=O)Nc1nc2c(F)cccc2s1	·	·	-55%	28%	9%	-11%	-16%	6%	-9
Cc1ccc(NC(=O)Nc2cccc(F)c2)nc1	1%[59 µM]	3%	-8%	60%[activator]	-1%	-6%	11%	-1%	1
Cc1nc2cc(-c3ccc(F)cc3)[nH]n2c(=O)c1C	17%	8%	22%	28%	0%	6%	-7%	7%	-5
NC(=O)NNC1=Nc2cccc3cccc1c23	?	-17%	-7%	44%[activator]	-9%	11%	-10%	?	6
CNC(=S)N/N=C/c1c(C)nn(-c2ccccc2)c1Cl	-27%[2.33 µM]	22%	7%	29%	17%	?	-4%	-4%	6
CC(C)(C)n1nnnc1C(c1ccc(Cl)cc1)N(Cc1cccnc1)Cc1ccco1 (stereo not drawn)	?	-38%	-40%	14%	-5%	2%	?	-4%	-15
O=C(c1c[nH]c2ccccc12)C(Cl)c1ccccc1 (stereo not drawn)	13%	-3%	0%	26%	1%	2%	4%	-1%	-3
CC(=NC1CC1)c1c(-c2ccccc2)[nH]n(-c2nc3ccccc3s2)c1=O	-7%[59 µM]	1%	8%	16%	0%	-2%	?	0%	0
O=S(=O)(c1ccc(NCCOc2ccccc2)nc1)N1CCCC1	-2%[12.7 µM]	-3%	8%	12%	228%[activator]	·	-8%	4%	-5
O=C(O)c1ccc(CS(=O)(=O)c2cccc(C(F)(F)F)c2)o1	?	3%	5%	27%	-19%	-2%	-12%	5%	1
Fc1cccc(NCCc2c[nH]c3ccccc23)n1	1%[12.7 µM]	-39%	-23%	13%	?	22%	?	14%	-3
Cc1ccc(NC(=O)COC(=O)CCNS(=O)(=O)c2c(Cl)cccc2Cl)cc1	·	·	16%	10%[57 µM]	?	-2%	-18%	-9%	5
CC(=O)NC(CCS(C)(=O)=O)C(=O)Nc1ccc2c(c1)OCCO2 (stereo not drawn)	-6%[59 µM]	-2%	-10%	19%	7%	·	4%	0%	-5
CC(C)Cc1ccc(C(C)C(N)=NCCc2ccccc2)cc1 (stereo not drawn)	11%	-13%	8%	-10%	?	-1%	-21%	-3%	-2
O=C(CCNC(=O)Cn1ccc2ccccc2c1=O)NCCc1ccccc1Cl	-21%	3%	-10%	32%	-2%	1%	-3%	3%	-1
CC(C)CNC(=O)c1cccc(NC(=O)Cc2ccc(Cl)cc2)c1	-1%[59 µM]	-4%	-16%	20%	-16%	·	6%	9%	-1

Bioassay records: PubChem BioAssay, National Center for Advancing Translational Sciences (NCATS)
